# 14-3-3 PPI – 14-3-3 gamma protein interaction modulation | P61981 | FP, 14-3-3gamma / TMR-pS259-Raf peptide binding | inhibition, % at 40 µM | hit rate 0.19% among 160,000; in the data active = inhibition above about 30%;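 note: 0% = protein plus tracer without compound and 100% = blank with tracer alone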
# Target sequence (P61981 whole entry, looked up): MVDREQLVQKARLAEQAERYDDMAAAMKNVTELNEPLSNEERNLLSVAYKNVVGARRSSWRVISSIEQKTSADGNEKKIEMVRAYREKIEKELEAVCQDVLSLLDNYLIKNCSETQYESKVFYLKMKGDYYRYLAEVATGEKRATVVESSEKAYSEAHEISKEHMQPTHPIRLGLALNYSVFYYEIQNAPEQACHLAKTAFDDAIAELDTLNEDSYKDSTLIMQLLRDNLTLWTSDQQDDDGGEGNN
# An asterisk follows results filed as active; & = joins results of further samples. A portion of the library. The share of hits here may be higher or lower than overall.
14-3-3 PPI | SMILES
-4.1 | O=C(NCC(=O)N(CCc1ccccc1)C(C(=O)NC1CCCCC1)c1ccncc1)c1ccco1 (centres undefined)
-7.5 | COc1ccc(C=Nc2nc3ccccc3n2Cc2ccc(Cl)cc2)cc1
-12.2 | CCOC(=O)C(CC)Sc1nc2c(c(=O)n1C)SC(C)C2 (centres undefined)
-10.2 | Cc1ccc(-n2c(=O)c3sccc3n(Cc3cc(=O)n4cc(Cl)ccc4n3)c2=O)cc1F
-5.6 | CCN1C2=C(C(=O)CC(C)(C)C2)C(c2cc(Cl)c(O)c(OC)c2)C2=C1CC(C)(C)CC2=O
1.0 | N#Cc1c(N=Cc2cc([N+](=O)[O-])ccc2Cl)sc2c1CCCC2
-9.3 | O=C(CC1NC(=O)NC1=O)NC1(C(=O)NC2CCCCC2)CCCCC1 (centres undefined)
-0.3 | Cc1ccccc1-n1nc2c(c1NC(=O)c1ccc(S(=O)(=O)N(C)C)cc1)CSC2
-18.6 | Cc1nc2nc(SCC(=O)N(C)c3ccccc3)nn2c(C)c1Cc1ccccc1Cl
-8.6 | O=S(=O)(c1ccccc1)c1nc(Nc2ccccc2N2CCOCC2)sc1Cl
1.0 | COc1ccc(OC)c(C2C(C(C)=O)=C(O)C(=O)N2CCO)c1 (centres undefined)
-8.8 | Clc1ccc(OCCCn2cncn2)cc1Cl
-8.9 | COc1ccc2nc3oc(C(=O)N4CCC(N5CCCCC5)CC4)cc3cc2c1
-44.8 | Cc1noc(/C=C/c2ccco2)c1S(=O)(=O)N1CCC(C(=O)N(C)Cc2ccccc2)CC1
3.1 | COCCCNC(=O)c1cc2c(=O)oc3ccccc3c2s1
5.9 | Cc1cc2c(c(=O)n1CC1CCCO1)C(c1ccc3c(c1)OCO3)C(C#N)=C(N)O2 (centres undefined)
4.9 | CC1CCC(N2CC(=O)N(C3CCCC3)C(c3ccc(Cl)cc3)C2=O)CC1 (centres undefined)
1.7 | CCOC(=O)C1=C(C)N=C2SC(CC)C(=O)N2C1c1ccc(OC(C)=O)c(OCC)c1 (centres undefined)
-7.0 | O=[N+]([O-])c1ccc(-c2nc(Nc3ccc(N4CCOCC4)cc3)c3ccccc3n2)cc1
-0.4 | O=C(NCc1ccc(Cl)cc1)c1c(O)c2c([nH]c1=O)CCCC2
6.1 | Cc1ccc2[nH]c(=O)c(CN(CCCN3CCOCC3)Cc3nnnn3C3CCCC3)cc2c1
-7.0&-3.4 | COCCCNC(=O)Cn1ncc2c(=O)oc3ccccc3c21
-2.1 | CC(=O)N1CCCc2cc(S(=O)(=O)Nc3cccc(C)c3)ccc21
-2.6 | CCCSc1nc(N2CCOCC2)c2c(c1C#N)CC(C)(C)OC2
-4.6 | Cc1cc2oc(-c3ccc4c(c3)OCCO4)cc(=O)c2cc1C
6.3 | O=C(Nc1ccccc1C(=O)O)c1ccccc1Cl
0.7 | O=S(=O)(c1ccc(OCC(O)CN2CCN(c3ccccc3Cl)CC2)cc1)N1CCOCC1 (centres undefined)
-8.4 | CC(C)(C)NC(=O)C1N(c2cccnc2)C(=O)C2C(C(=O)Nc3ccccc3)C3(C)C=CC21O3 (centres undefined)
2.0 | COc1cc(CN2CCN(C(=O)CC(C)C)CC2)cc(OC)c1O
-12.4 | CCOC(=O)CSc1nnnn1-c1cc(OC)c(Cl)cc1OC
-60.3 | Cc1ccc(Nc2[nH]c(=O)c3ccccc3c2C(=O)c2ccccc2)cc1
2.8 | O=c1oc2ccccc2cc1-c1nnc(Nc2ccc(Br)cc2)s1
-0.5 | COc1cc(C2C(C(=O)c3ccc(C)o3)=C(O)C(=O)N2Cc2cccnc2)ccc1O (centres undefined)
-6.3 | COc1ccc(C2CC(C(F)(F)F)n3ncc(C(=O)Nc4ccc(C)c(C)c4)c3N2)cc1OC (centres undefined)
-2.9 | O=C(CSc1nnc(Cn2c(=O)sc3ccccc32)n1-c1ccccc1)N1CCOCC1
-1.1 | Brc1ccc2c(c1)c(-c1ccccc1)nc1nnnn12
3.0 | Cc1ccc(CN(Cc2cccnc2)C(=O)Nc2ccc(C)c(C)c2)cc1
-10.1 | N#Cc1nc(COc2ccccc2F)oc1N1CCCCCC1
-1.0 | COc1ccc(C2=NCC(CSc3nnc(-c4ccc5c(c4)OCO5)o3)S2)cc1 (centres undefined)
-46.3 | CCCCN1C(=O)c2c(Oc3ccc(Cl)cc3)cc([N+](=O)[O-])cc2Oc2ccccc21
-11.5 | O=C(c1ccc(S(=O)(=O)N2CCOCC2)cc1)N1CCN(c2cccc(Cl)c2)CC1
2.2 | Cc1noc(C)c1C(=O)OCC(=O)Nc1ccccc1C(=O)NC(C)c1ccccc1 (centres undefined)
0.9 | CC(=O)N=c1sccn1CC(=O)c1ccc(Br)cc1
4.4 | O=c1[nH]c(CN2CCCCC2)nc2c1oc1ccccc12
-1.6 | Cc1cc(=O)oc(C)c1C(=O)Nc1ccccc1C(=O)N1CCCC1
-9.6 | Cn1c(=O)c2nc(-c3ccc(C(C)(C)C)cc3)oc2c2ccccc21
-42.1 | c1ccc(-c2nc(Cc3nc(-c4ccccc4)n4ccccc34)c3ccccn23)cc1
1.1 | Nc1ccc(N2CCOCC2)c(Cl)c1
-8.0 | CN(Cc1ccccc1)S(=O)(=O)c1cccc2cccnc12
3.1 | Cn1c(=O)c2c(nc(NCCc3ccccc3)n2CC(=O)NCCc2ccccc2)n(C)c1=O

# Additional entries follow:
14-3-3 PPI | SMILES
-169.0 | CC1CCCN(CCCNC(=O)c2coc3nc4ccccc4nc23)C1 (centres undefined)
-82.8 | CCCCC(=O)Nc1ccc(N2CCOCC2)c2nonc12
-13.7 | CC(C)=C1CCC2(C)OC(=O)C(Cc3ccccn3)C12C (centres undefined)
-8.5 | CCOc1ccc(NC(=O)Nc2ccc3nccnc3c2)cc1
3.4 | O=C1C2CCCCC2C(=O)N1c1ccc(NCc2ccccc2Cl)c([N+](=O)[O-])c1 (centres undefined)
-11.2 | COc1ccc(N=C2SCC(=O)N2c2ccc(OC)cc2)cc1
-0.7 | CCn1c(=O)cc(SCC(=O)NCc2cccnc2)c2ccccc21
-1.4 | CCCCOc1ccc(NC(=O)c2ccc([N+](=O)[O-])cc2Cl)cc1
-230.4 | CN1CCc2c(sc3c2C(=O)NC(c2ccc(-c4cccc(C(F)(F)F)c4)o2)N3)C1 (centres undefined)
-3.6 | COCCn1c(=O)[nH]c2cc(C(=O)N3CCN(c4ccccn4)CC3)ccc2c1=O
-14.6 | CC1CCc2c(sc(NC(=O)c3ccccc3)c2C(=O)Nc2ccc(Cl)cc2)C1 (centres undefined)
2.1 | COCCn1nnnc1C(C(C)C)N(Cc1cccnc1)Cc1cc2cc(OC)ccc2[nH]c1=O (centres undefined)
-31.8 | O=C(Nc1ccc2c(c1)C(=O)c1ccccc1C2=O)c1ccccc1Br
-26.9 | CCCSC1=N/C(=C\C=C\c2ccco2)C(=O)S1
2.3 | NCCCCCc1nnc(SCC(=O)Nc2cccc(Cl)c2)o1
-10.3 | CC(=O)NCC1OCCc2ccccc21 (centres undefined)
-2.6 | COc1cccc(-n2c(Cc3cc(=O)[nH]c(=O)[nH]3)nnc2SCc2cccnc2)c1
-14.7 | COc1ccc(S(=O)(=O)CCC(=O)Nc2cc(Cl)ccc2C)cc1
-4.2 | Cc1ccc(F)cc1NC(=O)C(Cc1ccc([N+](=O)[O-])cc1)N1C(=O)c2ccccc2C1=O (centres undefined)
-6.4 | COc1ccc(NC(=O)Cn2nc(C(F)(F)F)c3c2CCCC3)c(OC)c1
0.6 | CN(C)S(=O)(=O)c1cccc(C(=O)NCc2ccco2)c1
-8.6 | Cc1cc(=O)[nH]c2ccc(O)cc12
-3.3 | CC1CCCN(S(=O)(=O)c2ccc(S(=O)(=O)N3CCCN(Cc4ccccc4)C3)cc2)C1 (centres undefined)
0.4 | CCOC(=O)CN1C(=O)C(=O)/C(=C(/O)c2ccc(Cl)cc2)C1c1ccc(Br)cc1 (centres undefined)
-8.0 | CC(C)N(C(=O)CSc1nc2ccccc2s1)c1ccccc1
-0.9 | COC(=O)C1=C(C)NC2=C(C(=O)CC(c3ccc4c(c3)OCO4)C2)C1c1ccc(Br)cc1 (centres undefined)
1.3 | CC(C)OC(=O)C1C(=O)CC(C)(O)C(C(=O)OC(C)C)C1c1ccc(F)cc1 (centres undefined)
1.7 | COCCn1c(COc2ccccc2)nc2ccccc21
3.6 | CN1CCN(c2ncnc3c2[nH]c2ccc(F)cc23)CC1
-7.8 | Cc1ccc(Sc2c(C)nn(C(C)(C)C)c2OC(=O)c2ccccc2[N+](=O)[O-])cc1
-1.6 | COC(=O)c1cc(C(=O)N2CCN(c3ccccc3OC)CC2)cc([N+](=O)[O-])c1
-8.7 | Cc1ccc(NC(=O)Cn2c3ccccc3c(=O)c3cc(C)ccc32)cc1
0.6 | CCOC(=O)C(NC(=O)c1ccc(OC)cc1)(N1CCOCC1)C(F)(F)F (centres undefined)
-0.8 | c1ccc2c(NCC3CCCO3)nc(SCc3ccncc3)nc2c1 (centres undefined)
-5.3 | COc1ccc(-n2nc3c(c2NC(=O)c2ccccc2C(F)(F)F)CSC3)cc1
-8.0 | O=C(O)CCCNC(=O)C12CC3CC(CC(C3)C1)C2
-4.5 | CC1(C)C(C=C(Cl)Cl)C1C(=O)Nc1ccc(S(=O)(=O)Nc2nccs2)cc1 (centres undefined)
-37.4 | CCCOc1cc(OCCC)cc(C(=O)Nc2cccc3nsnc23)c1
-179.2 | CCOc1ccccc1NC(=O)c1c(NCc2cccc(OC)c2)sc2c1CCC2
0.6 | N#CCCN1CCN(S(=O)(=O)c2ccc(S(=O)(=O)N3CCCC3)cc2)CC1
-8.4 | CCOC(=O)CSc1nc2c(c(=O)[nH]c(=O)n2C)n1CCc1ccccc1
-10.8 | O=C1C2C3C=CC(CO)(O3)C2C(=O)N1c1ccccc1 (centres undefined)
-0.8 | CCCn1nnc(NC(=O)c2ccco2)n1
-0.9 | COc1cc(C2C(C(=O)OC3CCCC3)=C(C)NC3=C2C(=O)CCC3)cc(OC)c1O (centres undefined)
-3.3 | Cc1cc([N+](=O)[O-])c(N2CCOCC2)cc1NC(=O)c1sc2ccccc2c1Cl
7.4 | COc1ccc(CCN2C(=O)CC(N3CCN(c4ccc([N+](=O)[O-])cc4)CC3)C2=O)cc1OC (centres undefined)
2.3 | CCC(NC(=O)Nc1ccc(O)cc1)(C(F)(F)F)C(F)(F)F
-3.3 | O=C(c1cccn2c(=O)c3cc(Cl)ccc3nc12)N1CCCCC1
-7.9 | CCOC(=O)c1c(NC(=O)c2cc3ccccc3oc2=O)sc2c1CC(C)(C)OC2
-0.3 | CCOc1ccc2cc(-c3csc(Nc4ccc(C)cc4)n3)c(=O)oc2c1

# Five structures from above, arranged by number of heavy atoms, high to low.
14-3-3 PPI | SMILES
-4.1 | O=C(NCC(=O)N(CCc1ccccc1)C(C(=O)NC1CCCCC1)c1ccncc1)c1ccco1 (centres undefined)
-11.5 | O=C(c1ccc(S(=O)(=O)N2CCOCC2)cc1)N1CCN(c2cccc(Cl)c2)CC1
-8.6 | O=S(=O)(c1ccccc1)c1nc(Nc2ccccc2N2CCOCC2)sc1Cl
-9.3 | O=C(CC1NC(=O)NC1=O)NC1(C(=O)NC2CCCCC2)CCCCC1 (centres undefined)
-8.0 | O=C(O)CCCNC(=O)C12CC3CC(CC(C3)C1)C2

# Other structures.
14-3-3 PPI | SMILES
-6.3 | CCN(CCCNC(=O)c1c(C)cc(=O)oc1C)c1cccc(C)c1
4.3 | O=C(NC1(C(F)(F)F)N=C2SCCN2C1=O)c1cccs1 (centres undefined)
-14.5 | CCC(C)n1c(SCC(=O)Nc2nccs2)nc2ccsc2c1=O (centres undefined)
-3.1 | COC(=O)C1C(c2ccc(N(C)C)cc2)C(C(=O)OC)S(=O)(=O)CS1(=O)=O (centres undefined)
-7.7 | CCN1CCN(S(=O)(=O)c2ccc3c(c2)c(=O)n(C)c(=O)n3C)CC1
-34.8 | COc1ccc(Cl)cc1NC(=O)c1cccc(C(=O)Nc2cc(Cl)ccc2OC)c1
-1.1&5.9 | CNCCCC1c2ccccc2C=Cc2ccccc21
1.7 | COc1ccccc1-n1c(=O)c2c3c(sc2n2c(SC(C)C)nnc12)CCC3
3.5 | CCN(CC)S(=O)(=O)c1ccc2c(c1)N(CC(=O)NC1CC1)C(=O)CS2
3.2 | COC(=O)C(Br)(C(=O)OC)C(C[N+](=O)[O-])c1ccccc1 (centres undefined)
-65.0 | CCOC(=O)c1ccc2c(c1)C1C=CCC1C(c1ccc(C(C)C)cc1)N2 (centres undefined)
-1.2 | COCCNc1nc(-c2ccc(Cl)cc2)nc2ccccc12
-7.6 | COC(=O)C1(C(F)(F)F)N=C2C=CC=CN2C(c2ccc(Cl)cc2)=N1 (centres undefined)
-2.5 | O=C(NCCC1=CCCCC1)c1ccc(CS(=O)(=O)Cc2ccc(Cl)cc2)o1
-30.0 | COc1ccc(OCCSc2nc3ccc(Br)cc3[nH]2)cc1
-2.3 | C=CCOC(=O)C1=C(C)NC(=O)NC1c1cn(-c2ccccc2)nc1-c1ccc(F)cc1 (centres undefined)
-10.8 | CCN1C(=O)c2ccccc2Sc2ccc(C(=O)NCc3ccccc3)cc21
-4.5 | Cc1ccc(N2CC(=O)Nc3ccccc3S2(=O)=O)cc1C
0.7 | C=CCC1C=CCC(CC=C)N1C(=O)C(F)(F)F (centres undefined)
-3.9 | CN1CCN(C(=O)CN(Cc2ccc(Br)cc2)S(=O)(=O)c2ccccc2)CC1
-1.7 | Cc1sc2c(c1C)c(=O)n(-c1ccccc1)c(=O)n2CC(=O)NCC1CCCO1 (centres undefined)
-13.4 | Cc1ccc2nc(-c3ccc(NC(=O)c4oc(=O)c5ccccc5c4-c4ccccc4)cc3)oc2c1
2.6 | CCc1cc2c(=O)c(-c3cscn3)coc2cc1O
-5.2 | COc1ccccc1C1NC(=O)NC(C)=C1C(=O)Nc1cccc(Cl)c1 (centres undefined)
-11.9 | CCOC(=O)c1sc(N2C(=O)C(=O)/C(=C(/O)c3ccccc3)C2c2ccc(C(C)(C)C)cc2)nc1C (centres undefined)
-6.5 | Cc1cc(C)n2nc(SCC(=O)NCc3ccc4c(c3)OCO4)nc2n1

# Given field by field: entries from further up.
Cc1ccc2nc(-c3ccc(NC(=O)c4oc(=O)c5ccccc5c4-c4ccccc4)cc3)oc2c1
  14-3-3 PPI = -13.4
CCc1cc2c(=O)c(-c3cscn3)coc2cc1O
  14-3-3 PPI = 2.6
COc1ccccc1C1NC(=O)NC(C)=C1C(=O)Nc1cccc(Cl)c1 (centres undefined)
  14-3-3 PPI = -5.2
CCOC(=O)c1sc(N2C(=O)C(=O)/C(=C(/O)c3ccccc3)C2c2ccc(C(C)(C)C)cc2)nc1C (centres undefined)
  14-3-3 PPI = -11.9
